# mHTT CaM bind: mutant huntingtin-calmodulin interaction inhibitors – biochemical, AlphaScreen, primary screen | P42858 | AlphaScreen His-mHTT/GST-CaM binding, luminescence | inhibition, % at 15 µM | actives 3.6% (n = 190,000) | AID 1671202, 2021;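 note: 0% = both proteins with DMSO and 100% = one protein alone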
# Pf apPOL block: Pf-apPOL inhibitors, biochemical, fluorescence. Plasmodium falciparum apicoplast DNA polymerase (apPOL). actives 0.25% (n = 210,000). inhibition, % at 10 µM. Recombinant Pf-apPOL, molecular beacon fluorescence, 1.5 h. AID 1794808, 2022
# * = called active by the depositor; nt = not tested or not shown; & = joins results of further samples. Cut-off read from the data, not from the text of the source: active = inhibition above about 50%; inactive = the rest. This is a random part of the collection (roughly 3.7% active in at least one column).
SMILES | mHTT CaM bind | Pf apPOL block
C=C1c2cccc(C(F)(F)F)c2O[C@H](C(=O)OCC)[C@@H]1CCC(C)C | -59 | -2
Cc1cccc(NC(=O)N2CCC(C(=O)NCc3csc(-c4ccccc4)n3)CC2)c1 | -5 | 6
COC(CNC(=O)c1ccc2c(c1)ncn2-c1cc(C)cc(C)c1)OC | 8 | 27
COc1ccc(-c2coc3cc(OC(=O)c4ccc([N+](=O)[O-])cc4)ccc3c2=O)cc1 | 0 | 1
O=C(CN1CCCC1)N1CCCc2c1c(=O)oc1ccc(O)cc21 | 3 | -32
O=C(c1cc2c(s1)CCC(C(=O)N1CCCC1)C2)N1CCCCC1 (configuration not stated) | -7 | 0
COCCCNC(=O)N1CCC(n2c(-c3ccc(C)cc3)nc3cccnc32)C1 (configuration not stated) | 0 | 2
CCOc1ccc(OCCOCCN2CCOCC2)cc1 | -2 | -1
NC(=O)NS(=O)(=O)c1ccccc1Cl | 2 | -4
CC(O)(CNS(C)(=O)=O)c1cccs1 (configuration not stated) | -6 | -3
CCC1Oc2ccc(Cl)cc2N(CC(=O)NCCOC)C1=O (configuration not stated) | -8 | -14
O=C(c1cc(F)ccc1O)C1CCNCC1 | 2 | -3
CCOc1cccc(C2CC(c3ccc(C)cc3)=NC3(CCN(CC)CC3)N2)c1O (configuration not stated) | 7 | -5
O=C(NCc1csc2ccc(Cl)cc12)Nc1ccc(OCc2ccccc2)cc1 | nt | -2
Cc1c(O)c(Sc2ccccc2)c(=O)n(-c2ccccc2)c1-c1ccccc1 | nt | 6
CCc1cccc(C)c1NC(=O)Cn1c(C)nc2c(c1=O)CCN(Cc1ccccc1)C2 | 30 | 3
CC1CC(C)CN(C(C(=O)NC2CCCCC2)c2cc3c(cc2[N+](=O)[O-])OCO3)C1 (configuration not stated) | 19 | -1
O=C(c1ccc([N+](=O)[O-])o1)N1CCN(S(=O)(=O)C2CC2)CC1 | -12 | -5
Cc1onc(-c2c(Cl)cccc2Cl)c1C(=O)Nc1nc(-c2ccccc2)cs1 | nt | -5&0
COc1ccc(-c2c(N)n[nH]c2C)cc1OC | nt | -15
N#CC1=C(N)OC2=C(C(=O)CC(c3ccccc3)C2)C1c1ccco1 (configuration not stated) | 7 | -9
CCOC(=O)CN1CC23C=CC(O2)C(C(=O)Nc2ccc(CC)cc2)C3C1=O (configuration not stated) | -10 | 5
COc1ccc(C2C(C(C)=O)=C(O)C(=O)N2CCCn2ccnc2)cc1OC (configuration not stated) | -2 | -19
COc1ccc2nc(NC(N)=NS(=O)(=O)c3ccc([N+](=O)[O-])cc3)nc(C)c2c1 | 5&13 | 5&-12
O=C(CC1CCN(S(=O)(=O)c2cccs2)CC1)NCCN1CCOCC1 | -5 | 4
O=C(Cc1ccccc1)NC1CCN(S(=O)(=O)c2cccc(C(F)(F)F)c2)CC1 | nt | -6
O=C(CCC1CCCC1)NCc1cccs1 | -7 | -3
O=C1S/C(=C\c2cccc(Cl)c2)C(=O)N1CN1CCOCC1 | 26 | 3
Cn1c(CN2CCN(C(=O)c3ccc(C(C)(C)C)cc3)CC2)nc2ccccc21 | 7 | -5
COc1ccccc1C(=O)N1CCCC1c1cccc(C)c1 (configuration not stated) | 1 | -5
COc1ccc(OC)c(C2=NOC(C(=O)Nc3c(C)n(C)n(-c4ccccc4)c3=O)C2)c1 (configuration not stated) | -9 | 1
COc1ccc(-c2coc3cc(O)ccc3c2=O)cc1 | 6 | -1
O=[N+]([O-])c1ccc(OC2=NS(=O)(=O)c3cc([N+](=O)[O-])ccc32)cc1 | 1 | -2
O=C1CNC(=O)/C1=C\c1ccc(Br)cc1 | 8 | 0
O=c1oc2cc(O)ccc2c2c1CCCC2 | 1 | 11
COCCN1CCC(CNC(=O)c2ccc(OC)cc2)CC1 | -13 | -2
COc1ccccc1N1CCN(C(=O)c2noc3c2CC(C)CC3)CC1 (configuration not stated) | 1 | 0
Cn1c(CN2CCN(CC(=O)Nc3ccc(C(F)(F)F)cc3)CC2)nc2ccccc21 | 19 | -10
COc1ccc(/C=C2\SC(=N)N(c3ccc(F)cc3)C2=O)cc1 | 9 | 6
CC(C)c1n[nH]c(C2CCCN2C(=O)Cc2ccsc2)n1 (configuration not stated) | -1 | -2
CCOc1ccc(-c2nc3s/c(=C\C=C\c4ccccc4OC)c(=O)n3n2)cc1 | 15 | -4
Cc1sc(NC(=O)c2ccco2)c(C(c2cccnc2)N2CCN(C)CC2)c1C (configuration not stated) | 6 | 1
CCOc1ccc(C2=Cc3cc(OC)c(OC)cc3C(=C(Cl)Cl)O2)cc1 | 0 | -2
COc1ccc(NS(=O)(=O)c2ccc(N=Cc3ccc(O)cc3O)cc2)nn1 | 0 | -3
O=C(NCc1ccccn1)C(=O)NCC1OCCN1S(=O)(=O)c1cccs1 (configuration not stated) | -7 | -2
CCc1cc2c(=O)c(-c3cnn(-c4ccccc4)c3)c(C)oc2c(CN(C)C)c1O | 24 | -19
CCCCOc1ccc(C2=N/C(=C/c3cccc([N+](=O)[O-])c3O)C(=O)O2)cc1 | 4 | 10
CCc1nc(COC)cc(=O)[nH]1 | -3 | 5
O=C(Nc1ccc2nsnc2c1)C1CC1 | -5&-5 | -1
COc1cccc(C2C(C#N)=C(N)Oc3n[nH]c(C)c32)c1OC (configuration not stated) | -3 | -5
CC(C)(C)c1noc(Cc2nnc(-c3ccc(F)cc3)o2)n1 | -11 | -3
CCN(CC)C(=O)C1CC(c2ccc(F)cc2)=NO1 (configuration not stated) | 4 | -4
COc1ccccc1/C=C/C=C1N=C(/C=C/c2ccc(Cl)cc2)OC/1=O | 15 | -3
COc1ccc(CC(=O)N2CCN(c3nc(CN4CCC(C)CC4)cs3)CC2)cc1 | 16 | -3
Cc1ccc(C)c(CN2CCN(Cc3ccc4c(c3)OCO4)CC2)c1 | 1 | -3
COCc1nn(C)c2c1CN(C(=O)c1ccc(OC)c(OC)c1)CC2 | 1 | -2
NC(=O)c1ccsc1NC(=O)CCS(=O)(=O)Cc1ccccc1 | -9 | -6
O=C(O)/C=C/C(=O)NNC(=O)C1CCCCC1 | -1 | nt
O=C1OC(c2ccc(Br)cc2)=N/C1=C\c1cccc(I)c1 | 3 | -1
N#Cc1c(N)nc2c(c1-c1ccc(Cl)cc1)CCCC2 | 0 | -5

# (more compounds)
SMILES | mHTT CaM bind | Pf apPOL block
CN(C)CCN(Cc1ccccc1)c1nccc(N(C)C)c1C#N | 2 | -2
Cc1sc2ccn(Cc3ccc(F)cc3)c(=O)c2c1C(=O)N1CCCCCC1 | 64* | 3
Cc1occc1C(=O)Nc1ccc([N+](=O)[O-])cc1 | 13 | -1
COCCn1cc(C(=O)NCCc2ccc(OC)c(OC)c2)c2c3ccccc3n(C)c2c1=O | 25 | 2
Cc1sc2nc(SCC(=O)NCc3ccco3)[nH]c(=O)c2c1C | -7 | 1
N#CC1(C#N)C(c2ccccc2)OC23CCCCC2C1(C#N)C(=N)O3 (configuration not stated) | 11 | -2
Cc1nn(S(=O)(=O)N(C)C)c(C)c1Br | -11 | 0
COc1ccc(OC)c(CNC(=O)c2ccc(-c3cccnc3)cc2)c1 | 32 | -8
CC(C)(C)c1ccc(C2C3=C(CCCC3=O)NC3=C2C(=O)c2ccccc23)cc1 (configuration not stated) | 63* | -13
O=C(Cc1cccc2ccccc12)Nc1cc(-c2ccccn2)no1 | -15 | 2
COCCC1CCN(C(=O)C2CCCCC2)CC1 | -9 | -4
CC(C)NC(=O)C1CCN(c2cnc(N3CCCC3)nc2)CC1 | -5 | 0
O=C(NCc1cccs1)c1cnn2c1NC(c1cccs1)CC2C(F)(F)F (configuration not stated) | 4 | -2
O=C(Nc1ccc(F)cc1F)c1ccc([N+](=O)[O-])cc1Cl | 8 | -6
O=S(=O)(c1ccccc1)N1CCC(c2nc(-c3ccccc3)no2)C1 (configuration not stated) | -30 | -5
O=C(CN1CCN(c2ccccn2)CC1)Nc1cccc(F)c1 | -6 | 0
CC(=O)Nc1ccc(S(=O)(=O)NCCNc2ccc(Cl)cc2[N+](=O)[O-])cc1 | 9 | 0
Clc1ccc(-n2ncc3c(NCCC4=CCCCC4)ncnc32)cc1 | 10 | -3
CN=C1SC(CC(=O)O)C(=O)N1C (configuration not stated) | nt | -13
COc1cc(NC(=O)c2cn(-c3ccc(F)cc3F)c(=O)c3ccccc23)cc(OC)c1OC | 31 | 2
O=C(c1cnn(-c2ccccc2)n1)N1CCN(C(=O)C2CC2c2ccc(F)cc2)CC1 (configuration not stated) | 0 | -7
Cc1ccc(N2CCC(C(=O)N3CCN(C)CC3)C2=O)cc1C (configuration not stated) | 11 | -7
CCC(=O)NC1CCN(c2ccccc2C(=O)N2CCCCC2)CC1 | 9 | -10
COC(=O)c1cccc(NC(=O)N2CCc3c(nc(-c4ccc(F)cc4)[nH]c3=O)C2)c1 | 2 | 0
Cn1cc(-c2noc(-c3ccoc3)n2)ccc1=O | -7 | 0
O=C(NCc1ccccc1)N1CCC(n2c(-c3ccco3)nc3cccnc32)C1 (configuration not stated) | 1 | -1
O=C(COc1ccccc1N1C(=O)C2C3C=CC(C4CC34)C2C1=O)c1ccc(F)cc1 (configuration not stated) | 9 | 0
Cn1c(N2CCC(C(=O)Nc3ccc(F)cc3Cl)CC2)cc(=O)n(C)c1=O | 35 | -3
COc1cc(/C=C2\NC(=O)N(Cc3ccccc3F)C2=O)cc(Br)c1OC | 2 | -11
Cc1cc(C(=O)Nc2cccc(Cl)c2)nc2ccnn12 | -10 | -1
C=CCN1[C@@H](Cc2ccccc2)COc2cc(N3CCSCC3)ccc2S1(=O)=O | -14&-11 | -4&-4
COc1cccc(CC(=O)N2CCCC2c2cc(C(C)C)on2)c1 (configuration not stated) | -6 | -1
ONC(=Nc1ccc(C(F)(F)F)cc1)c1c(F)cccc1F | nt | -2
COc1cccc2cc(C(=O)Nc3ccc(Cl)cc3)c(=Nc3ccc(C(=O)O)cc3)oc12 | -2 | -4
O=S(=O)(c1[nH]nc2ccccc12)N1CCCC1 | 0 | 9
Cc1nnc(SCC(=O)OC2CC(C)CCC2C(C)C)[nH]c1=O (configuration not stated) | -3 | nt
Cc1cccc2nnc(N3CCCC(C(=O)NCc4cccs4)C3)n12 (configuration not stated) | 30 | -6
O=C(Nc1ccc2nn(-c3cccc(Cl)c3)nc2c1)c1cccc(F)c1 | -1 | 0
CN1c2ccc(Cl)cc2C(=O)NC12CCN(C(=O)c1ccc(F)cc1)CC2 | 1 | -2

# Compounds from the list above containing fluorine, in the order listed:
SMILES | mHTT CaM bind | Pf apPOL block
C=C1c2cccc(C(F)(F)F)c2O[C@H](C(=O)OCC)[C@@H]1CCC(C)C | -59 | -2
O=C(c1cc(F)ccc1O)C1CCNCC1 | 2 | -3
O=C(Cc1ccccc1)NC1CCN(S(=O)(=O)c2cccc(C(F)(F)F)c2)CC1 | nt | -6
Cn1c(CN2CCN(CC(=O)Nc3ccc(C(F)(F)F)cc3)CC2)nc2ccccc21 | 19 | -10
COc1ccc(/C=C2\SC(=N)N(c3ccc(F)cc3)C2=O)cc1 | 9 | 6
CC(C)(C)c1noc(Cc2nnc(-c3ccc(F)cc3)o2)n1 | -11 | -3
CCN(CC)C(=O)C1CC(c2ccc(F)cc2)=NO1 (configuration not stated) | 4 | -4
Cc1sc2ccn(Cc3ccc(F)cc3)c(=O)c2c1C(=O)N1CCCCCC1 | 64* | 3
O=C(NCc1cccs1)c1cnn2c1NC(c1cccs1)CC2C(F)(F)F (configuration not stated) | 4 | -2
O=C(Nc1ccc(F)cc1F)c1ccc([N+](=O)[O-])cc1Cl | 8 | -6
O=C(CN1CCN(c2ccccn2)CC1)Nc1cccc(F)c1 | -6 | 0
COc1cc(NC(=O)c2cn(-c3ccc(F)cc3F)c(=O)c3ccccc23)cc(OC)c1OC | 31 | 2
O=C(c1cnn(-c2ccccc2)n1)N1CCN(C(=O)C2CC2c2ccc(F)cc2)CC1 (configuration not stated) | 0 | -7
COC(=O)c1cccc(NC(=O)N2CCc3c(nc(-c4ccc(F)cc4)[nH]c3=O)C2)c1 | 2 | 0
O=C(COc1ccccc1N1C(=O)C2C3C=CC(C4CC34)C2C1=O)c1ccc(F)cc1 (configuration not stated) | 9 | 0
Cn1c(N2CCC(C(=O)Nc3ccc(F)cc3Cl)CC2)cc(=O)n(C)c1=O | 35 | -3
COc1cc(/C=C2\NC(=O)N(Cc3ccccc3F)C2=O)cc(Br)c1OC | 2 | -11
ONC(=Nc1ccc(C(F)(F)F)cc1)c1c(F)cccc1F | nt | -2
O=C(Nc1ccc2nn(-c3cccc(Cl)c3)nc2c1)c1cccc(F)c1 | -1 | 0
CN1c2ccc(Cl)cc2C(=O)NC12CCN(C(=O)c1ccc(F)cc1)CC2 | 1 | -2

# Bioassay records from PubChem.
